# Screening data (PubChem)
# FLuc inh counter = firefly luciferase enzyme inhibitors, primary screen, artefact control for luciferase-based inhibitor screens, biochemical, luminescence, ATPLite; Luciferin 4-monooxygenase (Photinus pyralis), P08659; 10 min; inhibition, % at 10 µM; actives 1.5% (n = 200,000); AID 1006, 2008;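 active = inhibition above about 50% when tested at 10 µM, limit read from the data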
# Target sequence (P08659 whole entry, looked up): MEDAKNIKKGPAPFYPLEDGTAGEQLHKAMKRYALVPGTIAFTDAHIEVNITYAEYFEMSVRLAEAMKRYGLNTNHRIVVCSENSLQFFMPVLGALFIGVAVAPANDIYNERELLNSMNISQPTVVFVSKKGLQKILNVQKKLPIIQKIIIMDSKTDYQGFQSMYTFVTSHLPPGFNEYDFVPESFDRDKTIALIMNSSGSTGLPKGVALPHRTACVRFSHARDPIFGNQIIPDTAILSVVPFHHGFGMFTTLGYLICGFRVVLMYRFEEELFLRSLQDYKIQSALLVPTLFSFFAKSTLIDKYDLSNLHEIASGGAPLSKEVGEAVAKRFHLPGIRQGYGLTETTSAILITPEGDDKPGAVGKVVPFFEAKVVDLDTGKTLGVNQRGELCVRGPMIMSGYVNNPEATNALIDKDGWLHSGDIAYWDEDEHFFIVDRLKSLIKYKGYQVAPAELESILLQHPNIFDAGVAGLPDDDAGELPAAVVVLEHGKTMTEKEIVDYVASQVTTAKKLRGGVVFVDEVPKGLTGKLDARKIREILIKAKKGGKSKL
# * = called active by the depositor. The list is partial; the hit share may differ from the screen's.
SMILES,FLuc inh counter
COc1ccc(C2=Nn3c(nnc3-c3cccnc3)SC2)cc1OC,-6
CCn1c(SCC(=O)Nc2nc3c(s2)CCCC3)nc2c1c(=O)n(C)c(=O)n2C,-3
COc1cccc(C2/C(=C(/O)c3ccncc3)C(=O)C(=O)N2CCCN(C)C)c1 (stereo not drawn),-3
COc1ccc(Oc2ncnc3c2oc2ccc(Br)cc23)cc1,-5
Cc1noc2nc(-c3cccs3)cc(-c3nnc4n3CCCCC4)c12,-10
COC(=O)c1c(N)n(-c2ccc(N3CCOCC3)cc2)c2nc3ccccc3nc12,-4
CN(C)CCCN1C(=O)C(=O)/C(=C(/O)c2ccc(OCc3ccccc3)cc2)C1c1cccnc1 (stereo not drawn),-4
CCn1c(SCC(=O)Nc2ccccc2C(=O)OC)nc2c1c(=O)n(C)c(=O)n2C,-5
CCCC(=O)N1CCN(c2ccc(C(=O)c3ccc(OC)c(Br)c3)cc2F)CC1,-3
Cc1cc(C)cc(N(CC(=O)NC2CCCCC2)C(=O)CCC(=O)Nc2cc(C)ccn2)c1,-1
O=c1c2c3nc4ccccc4nc3n(-c3cccc(F)c3)c2ncn1Cc1ccc2c(c1)OCO2,-8
Cn1c(=O)c2c(nc(N3CCOCC3)n2CC(=O)c2ccccc2)n(C)c1=O,6
Cn1c(=O)c2c(nc(CN3CCN(c4ccccc4)CC3)n2CCN2CCOCC2)n(C)c1=O,-4
Cc1ccc(Cn2c(SCC(=O)Nc3cccc(C)n3)nc3c2c(=O)n(C)c(=O)n3C)cc1,-5
Cc1ccc(-c2nn(-c3ccccc3)c3[nH]c(=O)c(CNCCN(C)C)cc23)cc1,-2
COc1ccc(CCN(C(=O)c2ccc(F)cc2)C2=CC3CCC(C2)N3C)cc1OC (stereo not drawn),-5
Cc1cc(C)n2nc(C(=O)Oc3ccc4c(c3)OCO4)nc2n1,-7
Cc1ccc(S(=O)(=O)C(C#N)c2nc3ccccc3nc2N2CCCCC2)cc1 (stereo not drawn),-7
CC12CN3CC(C)(CN(C1)C31C(=O)N(Cc3ccccc3)c3ccccc31)C2=O (stereo not drawn),-4
CCc1cc2c(=O)c(-c3cscn3)coc2cc1OC,33
CCCn1c(SCC(=O)Nc2sc(C)c(C)c2C(=O)OC)nc2c1c(=O)n(C)c(=O)n2C,-3
Cn1c(=O)c2c3c(sc2n2c(SCc4ccc5c(c4)OCO5)nnc12)COC(C)(C)C3,1
COc1cccc(C2/C(=C(\O)c3c(C)nc4c(C)cccn34)C(=O)C(=O)N2CCCN(C)C)c1OC (stereo not drawn),-6
Cc1cc(NC(=O)CSc2nnc3c(C)cc4cc5c(cc4n23)OCO5)no1,0
CCN(CC)CCCN1C(=O)C(O)=C(C(=O)c2ccc(C)o2)C1c1cccs1 (stereo not drawn),-5
# Next part:
SMILES,FLuc inh counter
Cc1nc2c3c(-c4ccccc4)c(-c4ccccc4)oc3ncn2n1,-1
Cn1c(=O)c2c(nc(SCC(=O)N3CCc4ccccc43)n2Cc2ccccc2)n(C)c1=O,-8
CCOC(=O)c1c(NC(=O)c2ccc(Cl)s2)sc(C)c1C,-2
Cc1ccn2cc(-c3ccc(S(=O)(=O)N4CCOCC4)cc3)nc2c1,9
c1ccc(N(c2ccccc2)c2nc(N3CCOCC3)nc(N3CCOCC3)n2)cc1,-2
Clc1ccc2nc(NC3=NCN(CCN4CCOCC4)CN3)nc(-c3ccccc3)c2c1,-3
CCC(c1nnnn1Cc1ccco1)N(CCc1ccccc1)Cc1cc2cc(C)ccc2[nH]c1=O (stereo not drawn),-9
CCOC(=O)c1ccc(-n2c(-c3ccco3)nc3ccccc3c2=O)cc1,-2
CC1CCN(c2nc3ccccc3nc2C(C#N)C(=O)NC2CCCCC2)CC1 (stereo not drawn),-7
COc1cc(-c2nc(-c3ccc(-c4ccccc4)nc3OC)no2)cc(OC)c1OC,-12
CCOc1cc(-c2ccc3c(c2)OCO3)cc(=O)c2c(C)oc(C)c12,-4
NCc1ccc(-c2nc3ccccc3o2)cc1,4
O=c1oc2ccccc2cc1-c1nnc(-c2cccc(Br)c2)o1,8
CC(=O)N1CC2(C)CN(C(C)=O)CC(C)(C1)C2=O,-6
COc1ccc(CSc2nnc3n(C)c(=O)c4c5c(sc4n23)CCCC5)cc1,-2
CCn1cc(C(=O)NCc2ccc3c(c2)OCO3)c(=O)c2ccc(C)nc21,-7
Cc1ccc2cc(CN(Cc3cccs3)Cc3nnnn3C(C)(C)C)c3nnnn3c2c1,-7
CCOCCCNC(=O)c1cc2c(=O)n3cccc(C)c3nc2n1C,-6
Cc1cccc2cc(CN(Cc3ccco3)C(=O)N3CCCC3)c(=O)[nH]c12,-4
C=CCn1c(SCc2cc(=O)n3ccsc3n2)nc2scc(C3CC3)c2c1=O,3
CCOC(=O)c1cc2c(=O)n3cc(C)ccc3nc2n(Cc2cccnc2)c1=N,-4
Cc1ccc(OCc2nn3c(-c4n[nH]c5c4CCC5)nnc3s2)cc1,-3
CCCn1c(=O)c(C(=O)Nc2c(C)n(C)n(-c3ccccc3)c2=O)c(O)c2ccccc21,0
Cc1nc(SCc2nnc(-c3ccc(Cl)cc3)o2)c2c3c(sc2n1)CCC3,-5
Cc1ccc2nc(NC3=NCN(C4CCCCC4)CN3)nc(C)c2c1,-9

# Ordered by molecular weight (low to high): 6 of the compounds above.
SMILES,FLuc inh counter
Cc1ccc(-c2nn(-c3ccccc3)c3[nH]c(=O)c(CNCCN(C)C)cc23)cc1,-2
COC(=O)c1c(N)n(-c2ccc(N3CCOCC3)cc2)c2nc3ccccc3nc12,-4
Cc1ccc2cc(CN(Cc3cccs3)Cc3nnnn3C(C)(C)C)c3nnnn3c2c1,-7
Cn1c(=O)c2c3c(sc2n2c(SCc4ccc5c(c4)OCO5)nnc12)COC(C)(C)C3,1
O=c1c2c3nc4ccccc4nc3n(-c3cccc(F)c3)c2ncn1Cc1ccc2c(c1)OCO2,-8
CN(C)CCCN1C(=O)C(=O)/C(=C(/O)c2ccc(OCc3ccccc3)cc2)C1c1cccnc1 (stereo not drawn),-4

# Remaining list, next part
SMILES,FLuc inh counter
Cc1sc2nc3n(c(=O)c2c1C)Cc1ccccc1-3,16
COc1ccc(-c2nnc(CSc3ncnc4sc5c(c34)CCC5)o2)cc1OC,-4
CC1=C(C(=O)Nc2ccccc2)C(c2ccccn2)n2nc(CCCO)nc2N1 (stereo not drawn),4
O=C(Cn1cnc2c(nnn2-c2cccc(Cl)c2)c1=O)N1CCOCC1,-2
c1csc(-c2nn3c(-c4ccncc4)nnc3s2)c1,-6
CCC(=O)Nc1ccccc1Nc1cc(C#N)c(C#N)cc1[N+](=O)[O-],-4
Cc1ccc2nc3c(cc(C(=O)NCc4cccnc4)c(=N)n3C(C)C)c(=O)n2c1,-8
CCCC(C(=O)O)N1C(=O)/C(=C2\C(=O)N(C)c3ccccc32)SC1=S (stereo not drawn),-1
Cc1ccc(-n2c(=O)[nH]cc(C(=O)Nc3ccc4c(c3)OCO4)c2=O)cc1C,-6
COc1ccc(-c2nnc3sc(-c4ccc(Br)o4)nn23)cc1OC,-4
CCCOc1ccc(/C(O)=C2/C(=O)C(=O)N(CCN(CC)CC)C2c2ccncc2)cc1 (stereo not drawn),-4
CC(=O)c1oc2ccccc2c1NC(=O)COC(=O)c1ccc(-n2nc(C)cc2C)cc1,1
CC(=O)c1sc(-c2c(C)nc3sccn23)nc1C1CCCC1,0
Cn1c(O)c(C=Nc2ccc(Cc3ccncc3)cc2)c(=O)n(C)c1=O,1
COc1ccc(C2C(C(C)=O)=C(O)C(=O)N2CCCn2ccnc2)cc1OC (stereo not drawn),-9
CCCn1c(=O)c(C(=O)Nc2cnccn2)c(O)c2ccccc21,-6
O=C(CCCCC(=O)N1CCN(c2ccccc2)CC1)N1CCN(c2ccccc2)CC1,-2
CC(C)(C)C(=O)/C(C#N)=c1\s/c(=C\c2ccncc2)c(=O)n1CCCN1CCOCC1,-14
CCc1nc(N2CCN(c3nc(C)cc(C)n3)CC2)c2oc3ccccc3c2n1,-5
CC(C)[C@H](NC(=O)OC(C)(C)C)c1nnc(S(=O)(=O)Cc2c(F)cccc2Cl)o1,-4
CCOc1cc(NC(=O)C2CC2)c(OCC)cc1NC(=O)c1cccnc1,0
COc1ccc(C2/C(=C(\O)c3ccc4c(c3)OCCO4)C(=O)C(=O)N2CCCN(C)C)c(OC)c1 (stereo not drawn),-2
COc1cccc(/C(O)=C2/C(=O)C(=O)N(CCCN(C)C)C2c2cccc(Cl)c2)c1 (stereo not drawn),-7
CCN(CC)CCN1C(=O)C(=O)/C(=C(/O)c2ccc(OCC(C)C)cc2)C1c1ccncc1 (stereo not drawn),-4
CCOC(=O)c1[nH]c(C)c(/C(O)=C2\C(=O)C(=O)N(CCN(C)C)C2c2ccco2)c1C (stereo not drawn),-5

# Reformatted bar-delimited: part of the list above.
canonical_smiles | FLuc inh counter
COc1ccc(-c2nnc(CSc3ncnc4sc5c(c34)CCC5)o2)cc1OC | -4
CCCn1c(=O)c(C(=O)Nc2cnccn2)c(O)c2ccccc21 | -6
c1csc(-c2nn3c(-c4ccncc4)nnc3s2)c1 | -6

# Next results:
SMILES,FLuc inh counter
Cc1ccc(S(=O)(=O)c2cc3c(=O)n4cccc(C)c4nc3n(Cc3ccco3)c2=N)cc1C,2
Cn1c(=O)c(C(=O)Nc2cnccn2)c(O)c2ccccc21,28
Cc1nc(NC2=NCN(Cc3cccnc3)CN2)nc2ccccc12,-12
c1cncc(-c2nc(Oc3ccc(-c4nnco4)cc3)c3c4c(sc3n2)CCCC4)c1,-6
CCOC(=O)c1cnc(=O)[nH]c1C,-7
Cc1ccc(CN2C(=O)/C(=C3\SC(N4CCOCC4)=NC3=O)c3cc(Br)ccc32)cc1,-5
CC1CCc2c(sc3ncnc(SCC(=O)N4CCN(C(=O)c5ccco5)CC4)c23)C1 (stereo not drawn),-2
OC(CNC1CCCCC1)CN1CCN(CC(O)CNC2CCCCC2)CC1 (stereo not drawn),-3
Cc1ccc2oc3c(c(=O)c2c1)C(c1cccs1)N(CCCN(C)C)C3=O (stereo not drawn),1
Cn1c(=O)c2c(SCC(=O)NCC3CCCO3)nc(-c3cccs3)nc2n(C)c1=O (stereo not drawn),-4
COc1ccccc1N1CCN(C(=O)c2oc3ccccc3c2C)CC1,0
Cc1ccc(-n2nc(C)c(C3C(C#N)=C(N)OC4=C3C(=O)CC(C)(C)C4)c2Cl)cc1 (stereo not drawn),-5
COc1ccccc1CNC(=O)c1cnc2sccn2c1=O,4
COc1ccccc1-c1nn2c(-c3ccccc3Cl)nnc2s1,-5
COc1ccc2c(c1)cc(C)c1nnc(SCC(=O)N3CCN(C(=O)c4ccco4)CC3)n12,-6
Cn1c(N2CCN(C(=O)C34CC5CC(CC(C5)C3)C4)CC2)nc2ccccc21,-7
COc1ccc(-c2nnc3sc(-c4ccccn4)nn23)cc1,-6
Cc1ccc(C)c(NC(=O)Cn2nc(C)c3ccccc3c2=O)c1,1
COc1cccc(C2/C(=C(\O)c3c(C)nc4c(C)cccn34)C(=O)C(=O)N2CCCN(C)C)c1 (stereo not drawn),-1
CCCn1c(=NC(=O)c2ccc3c(c2)OCO3)c(C#N)cc2c(=O)n3cccc(C)c3nc21,-1
Cc1ccccc1NC(=O)c1c(O)c2cccc3c2n(c1=O)CCC3,-4
Cc1ccc(S(=O)(=O)c2cc3c(=O)n4cccc(C)c4nc3n(CC3CCCO3)c2=N)cc1 (stereo not drawn),-6
Cc1ccc(C)c2[nH]c(=O)c(CCNC(=O)C(C)C)cc12,-2
COc1cc(C2c3c(oc4ccc(C)cc4c3=O)C(=O)N2c2cc(C)ccn2)cc(OC)c1OC (stereo not drawn),-6
CC1(C)CN=C(N2CCN(C3=NCC(C)(C)S3)CC2)S1,-6

# Some of the entries above in a different format.
SMILES | FLuc inh counter
COc1cc(C2c3c(oc4ccc(C)cc4c3=O)C(=O)N2c2cc(C)ccn2)cc(OC)c1OC (stereo not drawn) | -6
c1cncc(-c2nc(Oc3ccc(-c4nnco4)cc3)c3c4c(sc3n2)CCCC4)c1 | -6
Cn1c(=O)c2c(SCC(=O)NCC3CCCO3)nc(-c3cccs3)nc2n(C)c1=O (stereo not drawn) | -4
Cc1ccc2oc3c(c(=O)c2c1)C(c1cccs1)N(CCCN(C)C)C3=O (stereo not drawn) | 1
Cn1c(N2CCN(C(=O)C34CC5CC(CC(C5)C3)C4)CC2)nc2ccccc21 | -7
COc1ccccc1N1CCN(C(=O)c2oc3ccccc3c2C)CC1 | 0

# The listing continues.
SMILES,FLuc inh counter
CCOC(=O)Cn1c(=O)c2c(nc3n2CCN3c2ccc(C)cc2)n(C)c1=O,-5
CC1CCCCC1NC(=O)CSc1nc2ccccc2c(=O)n1Cc1ccco1 (stereo not drawn),-9
Cn1cc(Cl)c(C(=O)N(Cc2ccccc2)c2ccccn2)n1,-2
Clc1ccc(-c2nn3c(-c4ccncc4)nnc3s2)c(Cl)c1,-3
CCN(CC)CCCN1C(=O)C(O)=C(C(=O)c2ccco2)C1c1cc(OC)ccc1OC (stereo not drawn),-3
Cc1cccc(N(CC(=O)NC2CCCCC2)C(=O)CCC(=O)Nc2ccccn2)c1,-2
Cc1cc(=O)cc(C)n1-c1ccc2c(c1)nc(C)n2-c1ccccc1,-11
CC1CCCN(c2nc3c(c(=O)n(C)c(=O)n3C)n2Cc2ccccc2)C1 (stereo not drawn),-6
COc1ccc(Br)cc1C1NC(=O)c2c(sc3c2CCN(C)C3)N1 (stereo not drawn),-3
COc1ccc(N2CCN(c3nc4c(c(=O)n(C)c(=O)n4C)n3CCCc3ccccc3)CC2)cc1,-3
Cc1ccc(Cn2c(=O)c3ccccc3n3c(SCC(=O)N4CCCCC4C)nnc23)cc1 (stereo not drawn),-6
Cc1cc2nc(NC3=NCN(CCN4CCOCC4)CN3)nc(C)c2cc1C,-10
COCCN1CN=C(Nc2nc(C)c3ccc(C)cc3n2)NC1,0
O=C(O)C1CC=CCC1C(=O)N1CCN(c2nc(-c3ccccc3Cl)c3cc(Br)ccc3n2)CC1 (stereo not drawn),-3
Cc1cccn2c(=O)c(C=Nc3c(C)n(C)n(-c4ccccc4)c3=O)c(N3CCCC3)nc12,-4
COc1ccc(-c2nnc3n2N=C(c2ccccc2)CS3)cc1OC,-4
Cc1cc(C)c2c(n1)nn1c(N3CCN(Cc4ccccc4)CC3)cc(C)nc21,-9
CCN(CC)CCCN1C(=O)C(=O)/C(=C(/O)c2ccccc2)C1c1cc(OC)ccc1OC (stereo not drawn),-3
O=C(O)CN1CCOCCOCCN(CC(=O)O)CCOCCOCC1,-3
CC1CCCN(S(=O)(=O)c2ccc(S(=O)(=O)N3CCCN(Cc4ccccc4)C3)cc2)C1 (stereo not drawn),-12
